Screening results as filed in PubChem BioAssay.
C8 TRAIL sens – caspase-8 TRAIL sensitization | NB7+C8 cells + TRAIL, ATPlite viability luminescence | inhibition (viability loss, TRAIL sensitization), % at 10 µM | actives 1% (n = 360,000) | AID 624354;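 active means compounds causing at least 50% loss of cell viability in the single-dose screen, relative to plate controls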
COUP-TFII inh – inhibitors of human COUP-TFII (NR2F2). AID 686940. HEK293T NGFI-A luciferase reporter, luminescence. inhibition, % at 8.6 µM. P24468. actives 0.7% (n = 370,000);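 active means inhibition above a per-plate cutoff, mean inhibition of test wells between control levels plus 3 SD, cut at about 38% in these data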;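 further: cells cotransfected with COUP-TFII expression vector driving the NGFI-A reporter; 0% = median of COUP-TF2 test wells and 100% = reporter-only cells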
Target sequence (P24468 whole entry, looked up): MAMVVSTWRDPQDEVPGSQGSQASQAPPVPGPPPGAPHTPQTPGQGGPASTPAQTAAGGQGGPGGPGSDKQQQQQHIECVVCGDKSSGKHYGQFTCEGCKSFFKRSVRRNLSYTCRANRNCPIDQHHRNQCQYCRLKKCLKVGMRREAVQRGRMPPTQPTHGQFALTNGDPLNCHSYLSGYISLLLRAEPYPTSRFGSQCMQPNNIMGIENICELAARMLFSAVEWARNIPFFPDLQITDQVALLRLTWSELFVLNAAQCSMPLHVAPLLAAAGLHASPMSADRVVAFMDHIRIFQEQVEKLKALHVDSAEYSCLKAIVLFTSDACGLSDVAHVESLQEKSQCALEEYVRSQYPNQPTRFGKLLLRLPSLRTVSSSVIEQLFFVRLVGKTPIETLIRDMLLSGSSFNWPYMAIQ
LRH-1 inv ag – inverse agonists of human LRH-1 (NR5A2) | O00482 | HEK293T StAR-luciferase reporter, LRH-1 transfected, 24 h | inhibition, % at 3.6 µM | actives 0.13% (n = 360,000);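 active means inhibition above the mean inhibition of all tested compounds plus 3 SD, cut at about 73% in these data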;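 further: 0% = DMSO wells and 100% = reporter-only cells lacking LRH-1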
Target sequence (O00482 whole entry, looked up): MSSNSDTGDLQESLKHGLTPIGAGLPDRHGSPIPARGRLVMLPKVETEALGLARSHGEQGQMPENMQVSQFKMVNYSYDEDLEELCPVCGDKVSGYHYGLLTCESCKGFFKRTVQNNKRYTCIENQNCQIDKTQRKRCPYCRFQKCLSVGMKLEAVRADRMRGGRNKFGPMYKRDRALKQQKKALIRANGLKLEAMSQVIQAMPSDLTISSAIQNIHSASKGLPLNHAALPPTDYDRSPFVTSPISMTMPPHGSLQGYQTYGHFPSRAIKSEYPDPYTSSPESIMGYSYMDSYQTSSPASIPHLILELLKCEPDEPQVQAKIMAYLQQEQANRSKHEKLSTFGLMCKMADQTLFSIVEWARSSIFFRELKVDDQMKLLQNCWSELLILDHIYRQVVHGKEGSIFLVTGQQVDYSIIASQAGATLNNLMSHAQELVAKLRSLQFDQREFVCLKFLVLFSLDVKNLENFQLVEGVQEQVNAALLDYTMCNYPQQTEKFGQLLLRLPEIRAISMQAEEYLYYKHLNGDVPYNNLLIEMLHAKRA
KKLEB cytotox – CF airway cell cytotoxicity counter-screen; KKLEB CF airway cells viability, ATPlite luminescence, overnight; hits give low values; cells stimulated with P. aeruginosa culture filtrate; actives 0.36% (n = 360,000); activity change (cytotoxicity), % at 5 µM; AID 602141;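 active means corrected activity change at or below -50% at 5 µM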
SRC1 inh – inhibitors of human steroid receptor coactivator 1 (SRC1) | Q15788 | HEK293 GAL4-SRC1 luciferase reporter, luminescence | inhibition, % at 3.6 µM | actives 0.12% (n = 360,000);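 active means inhibition above the campaign mean plus 3 SD, with each screening campaign given its own cutoff, cut at about 60% in these data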;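 further: 0% = DMSO treated cells and 100% = gossypol at 36 µM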
SRC2 inh – inhibits human steroid receptor coactivator 2 | actives 0.17% (n = 370,000) | Q15596 | inhibition, % at 9 µM | HEK293 GAL4-SRC2 luciferase reporter, luminescence;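 active means inhibition above the mean inhibition of all tested compounds plus 3 SD, set per campaign, cut at about 52% in these data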;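 further: 0% = DMSO treated cells and 100% = cells given Gossypol at 36 µM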
TWEAK Fn14 block – TWEAK-Fn14 signaling inhibition; actives 2% (n = 360,000); inhibition, % at 10 µM; AID 1159606; TWEAK-stimulated Fn14 reporter cells, luciferase luminescence, 8 h; in the data active means inhibition above about 50%
CF NFkB inh – blocks PAF-induced NF-kB reporter in cystic fibrosis cells. KKLEB NF-kB-GFP reporter, GFP fluorescence overnight. inhibition, % at 5 µM. actives 0.86% (n = 360,000). AID 588850;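 active means at least 50% inhibition at 5 µM, scaled per plate between neutral and stimulator controls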;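 further: PAF is a Pseudomonas aeruginosa culture filtrate used as stimulus; plate controls were PAF-stimulated DMSO wells for no effect and unstimulated DMSO wells for full effect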
TROY NFkB inh – blocks TROY-dependent signaling in reporter cells. Q293 LMP1-TROYcd NF-kB luciferase reporter, 4 h. inhibition, % at 10 µM. actives 0.98% (n = 360,000);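 active means compounds whose plate-normalised and pattern-corrected inhibition of the luciferase reporter signal at the single screening dose is 50% or more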
EBV LMP1 NFkB – reduces LMP1-driven NF-kappaB luciferase signal; LMP1-induced NF-kappaB luciferase reporter cells, luminescence; inhibition, % at 12.5 µM; actives 0.69% (n = 350,000); in the data active means inhibition above about 41%;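 further: 0% = neutral control wells and 100% = reference inhibitor control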
SRC3 inh – inhibitors of human steroid receptor coactivator 3 (SRC3) | AID 588352 | actives 0.17% (n = 360,000) | inhibition, % at 3.6 µM | HEK293 GAL4-SRC3 luciferase reporter, luminescence;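 active means inhibition above a per-campaign cutoff, the mean of all compounds plus 3 SD, cut at about 60% in these data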;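 further: 0% = DMSO-treated cells and 100% = gossypol-treated cells at 36 µM; higher means less SRC3-driven luciferase light from the GAL4 reporter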
An asterisk follows results filed as active; / = not tested or not shown.

SMILES	C8 TRAIL sens	COUP-TFII inh	LRH-1 inv ag	KKLEB cytotox	SRC1 inh	SRC2 inh	TWEAK Fn14 block	CF NFkB inh	TROY NFkB inh	EBV LMP1 NFkB	SRC3 inh
O=C(CSc1nc(-c2ccccc2)c(-c2ccccc2)o1)N1CCOCC1	-21	8	27	-17	8	15	-13	6	-19	-5	34
CCSc1nc2ccccc2c(=O)n1CCc1ccc(OC)c(OC)c1	12	22	-11	1	10	16	17	9	26	10	11
O=C(CCCC(=O)OCC(=O)c1cccs1)Nc1ccc(Oc2ccccc2)cc1	-7	12	-20	1	-36	-11	8	-18	11	-1	5
CC(=O)Nc1cc(Cl)ccc1OS(=O)(=O)c1ccc(C)cc1	12	4	0	7	-7	1	8	-4	-1	3	16
Nc1ccccc1OCCOCCOCCOc1ccccc1N	-10	7	7	-7	-10	14	-1	-14	2	-3	7
C=CCNC(=O)c1c(Cl)cnn1-c1ccc(C)cc1	-7	-19	-82	4	-53	-60	-9	-1	-59	-30	-83
Cc1c(/C=N/NC(=O)CNc2ccccc2)c2ccccn2c1C(=O)c1ccncc1	1	5	2	3	5	16	62*	-10	21	1	-17
CC(Sc1nc(=O)cc(N)n1CCc1ccccc1)C(=O)NCc1ccccc1 (stereo unspecified)	-3	-1	-10	5	6	-15	20	2	-3	-10	9
CCOC(=O)N1CCC(Nc2c(NCCCN(CC)CC)c(=O)c2=O)CC1	-3	-9	6	-11	17	-21	5	6	-5	1	0
CCn1cc([N+](=O)[O-])c(C(=O)Nc2c(C)nn(Cc3cccc(F)c3)c2C)n1	-4	6	-10	1	-5	-23	7	-6	22	-8	4
O=C1NC2(CCCCCC2)C(=O)N1Cc1cccc([N+](=O)[O-])c1	-19	6	5	7	-15	8	6	-6	-12	5	-17
O=C(CCn1c(=S)[nH]c2cc3c(cc2c1=O)OCO3)NCCc1ccccc1Cl	-2	-4	-10	-14	-22	-6	-35	4	-4	2	10
COc1cccc2cc(C(=O)N3CCN(c4ncccn4)CC3)c(=O)oc12	24	-10	2	0	-13	-40	10	-13	-21	6	-3
CCOC(=O)c1nnn(-c2nonc2N)c1CS(=O)(=O)c1ccccc1	4	3	5	2	10	15	10	0	6	4	18
Cc1noc(C)c1S(=O)(=O)N(CC(=O)Nc1ccc2c(c1)OCCO2)c1ccc(C(C)C)cc1	19	-3	-12	7	-11	-39	35	-11	25	19	14
CCCCS(=O)(=O)NC1=NCN(CCO)CN1	6	5	8	1	-5	9	-15	-3	8	1	7
O=C(CCC1CCN(C(=O)c2cccc(Cl)c2F)CC1)Nc1ccccc1	-10	9	19	-1	-5	-25	1	8	11	1	13
COc1ccc(-c2ccc3c(c2)c(Sc2ccccc2)c(-c2ccccc2)n3C)cn1	8	7	9	/	/	-26	3	/	-16	/	/
CCOc1ccc(S(=O)(=O)N2CCOCC2)cc1NC(=O)c1ccccc1F	-3	-6	5	-11	2	-7	-1	-1	-3	-2	-28
N/C(=N\OC(=O)COc1ccc([N+](=O)[O-])cc1)c1ccncc1	0	6	3	-1	-28	8	-13	-3	-23	4	-1
O=C(Cc1ccc(Cl)cc1)N/N=C/c1ccccc1	-6	0	13	2	-26	-1	-3	12	-8	0	-19
O=C(N/N=C/c1ccc2c(c1)OCO2)c1sc2cccc(Cl)c2c1Cl	7	-9	0	10	7	2	-1	-18	-59	10	21
O=C(COc1cccc(C(F)(F)F)c1)Nc1ccc2[nH]ncc2c1	-6	4	12	-2	13	-1	0	-6	-7	6	-6
Cc1ccc2c(c1)c(-c1csc(N)n1)c(C)n2C	-11	-1	5	-5	-8	11	22	-7	-2	-2	4
Cc1cc(NC(=O)CSc2nnnn2-c2ccccc2F)no1	1	-7	0	1	-10	0	20	3	-25	-1	-15
COc1cccc(/C=C2\SC(=S)N(NS(=O)(=O)c3ccc(C)cc3)C2=O)c1OC	-10	-14	4	12	7	0	2	-7	21	-3	-16
CCCCSc1nc(O)c(C2OC(=O)c3c2ccc(OC)c3OC)c(=O)n1C (stereo unspecified)	-10	-1	7	2	10	-23	-11	15	-3	-4	3
CCCCCCCC(=O)O	-6	-6	-9	2	-101	11	11	-3	3	2	12
CC(C)(Oc1ccc(Cl)cc1)C(=O)NCc1ccco1	1	11	2	-21	-1	4	15	-2	25	-1	6
CCCOc1ccc(C2C(C(=O)c3ccco3)=C(O)C(=O)N2CCCn2ccnc2)cc1OC (stereo unspecified)	14	-10	-22	1	-3	-18	-10	7	3	3	-17
C=C1[C@@H](O)[C@H](CC(C)C)N(Cc2ccccc2Br)S1(=O)=O	16	-14	-18	-96*	9	28	79*	89*	18	-15	31
COc1cccc(N(C(=O)Cn2nnc(-c3cccs3)n2)C(C(=O)NC2CCCCC2)c2ccncc2)c1 (stereo unspecified)	-5	11	-5	15	9	-3	-4	-10	-14	5	-15
Cc1cc(Cl)ccc1OCCCC(=O)N1CCOCC1	-12	-8	-58	-6	-54	-47	-44	15	-53	-34	-35
C/C=C(/C)C(=O)Nc1cccc(C2=NOC3(C2)C[C@@H](C(N)=O)N(C(=O)C2(C)CC2)C3)c1 (stereo partly specified)	-1	2	6	10	-7	-30	-7	-1	-8	-5	-3
CCCCC1=CC2=C(c3ccco3)C(=O)C(C)(OC(=O)c3ccc(OC)cc3)C(=O)C2=CN1CCCCO (stereo unspecified)	-8	2	-3	-9	5	-5	18	3	3	-11	-14
COc1ccc(/C=N/NC(=O)c2ccc3c(c2)OCCO3)c(OC)c1	-1	-8	-20	5	0	-16	0	9	-18	-1	9
CN(C)/C=C/C(=O)c1cnc(-c2ccc(Cl)cc2)s1	29	11	0	2	-116	-11	-37	-10	-43	-21	-69
S=C(NN=C1CCCCCC1)Nc1ccc(Cl)cc1	-24	-4	-21	5	-10	23	-22	-10	-18	-3	-7
CCOC(=O)c1[nH]c2ccccc2c1NC(=O)c1ccc(S(=O)(=O)N2CCCCC2)cc1	11	19	16	-20	-14	-24	-2	1	0	-5	-7
Cc1cccc(OCCCn2c(=O)sc3ccccc32)c1	2	-19	-49	4	-26	-35	-13	-6	-67	-11	-24

One compound at a time, as listed above. Order of values: C8 TRAIL sens, COUP-TFII inh, LRH-1 inv ag, KKLEB cytotox, SRC1 inh, SRC2 inh, TWEAK Fn14 block, CF NFkB inh, TROY NFkB inh, EBV LMP1 NFkB, SRC3 inh
O=C(Cc1ccc(Cl)cc1)N/N=C/c1ccccc1 in the list: -6, 0, 13, 2, -26, -1, -3, 12, -8, 0, -19
CCOC(=O)N1CCC(Nc2c(NCCCN(CC)CC)c(=O)c2=O)CC1 in the list: -3, -9, 6, -11, 17, -21, 5, 6, -5, 1, 0

Additional structures
SMILES	C8 TRAIL sens	COUP-TFII inh	LRH-1 inv ag	KKLEB cytotox	SRC1 inh	SRC2 inh	TWEAK Fn14 block	CF NFkB inh	TROY NFkB inh	EBV LMP1 NFkB	SRC3 inh
CCOC(=O)c1cnc(SCC(=O)Nc2cc(C(F)(F)F)ccc2N2CCOCC2)nc1N	12	0	2	-10	-6	-9	-15	16	3	12	9
O=C(Nc1nccs1)c1ccc(N2C(=O)[C@@H]3[C@H](C2=O)[C@H]2C=C[C@@H]3C2)cc1	22	-16	-120	1	-45	-37	-7	8	-11	-11	-27
CC(=O)c1ccc(NC(=O)C2CCC(C)NC2=O)cc1 (stereo unspecified)	1	5	8	6	6	-6	-14	-17	15	-10	11
CCOC(=O)Cn1cc(C#N)c2ccccc21	-3	-4	2	-14	13	-17	15	17	-1	4	10
CCOC(=O)c1c(C)n(C)c2ccc(OC(=O)c3ccc([N+](=O)[O-])cc3)cc12	-10	4	-4	-12	3	-10	-5	2	-2	7	6
CC1(C(=O)NC2CCCCC2)CCC(=O)N1Cc1cccs1 (stereo unspecified)	1	12	-12	3	-9	1	6	-17	3	3	-5
Cc1ccc(-n2c(SCC(=O)N3CCOCC3)nc(O)cc2=O)cc1	-6	13	7	1	-7	-1	2	-10	6	-4	-28
CCCCC(=O)NC(=S)Nc1cccc(Cl)c1N1CCCCC1	15	12	11	2	22	12	22	2	2	-9	36
COCCNc1nc(NCc2ccc(NC(C)=O)cc2)c2sc(-c3ccccc3)cc2n1	45	-40	-22	-54*	-11	-3	-52	-38	-69	/	-24
COc1ccc(-c2nn(C)c(=O)c3ccccc23)cc1NS(C)(=O)=O	-17	-63	46	-10	-7	-25	-1	-20	-11	4	5
COc1ccc(N(CC(=O)Nc2ccc(F)c(F)c2)S(=O)(=O)c2c(C)n[nH]c2C)cc1	-27	-25	20	17	-1	-6	3	-26	0	-5	-2
CC(C)OC(=O)C1C(=O)CC(C)(O)C(C(=O)OC(C)C)C1c1cccc(O)c1 (stereo unspecified)	11	-3	8	-16	-3	9	5	10	10	1	5
O=C(CCl)NCCCN(C(=O)C(Cl)Cl)c1ccc([N+](=O)[O-])cc1	15	-15	43	-16	-15	-2	28	-9	35	-14	5
COc1ccc(-n2cc(-c3ccccc3)c3c(=S)nc[nH]c32)cc1	-2	-25	-1	-5	-6	6	-11	2	-16	3	6
N#Cc1cc2c(nc1SCC(=O)N1CCCCC1)CCCC2	-4	-11	-29	-3	-22	-8	-7	4	2	-6	-24
CCC(C)NC(=O)CCNS(=O)(=O)c1ccc(Br)cc1 (stereo unspecified)	1	-5	3	-6	-24	7	0	0	12	-8	11
CCNC(=S)N1CCC(NC(=O)C2CCCCC2)CC1	20	-10	17	8	-10	1	1	-17	0	4	8
Cc1cc(C)n2nc(SCC(=O)Nc3ccc(O)cc3)nc2n1	19	-8	7	-4	7	-12	5	19	16	4	5
C[C@H](CO)N1C[C@H](C)[C@@H](CN(C)C)Oc2c(NC(=O)c3ccncc3)cccc2C1=O	7	-14	-5	-2	3	-12	5	15	1	5	-2
O=C(CSc1nc2ccccc2c(=O)n1-c1ccc(F)c(Cl)c1)Nc1cccc(S(=O)(=O)N2CCOCC2)c1	0	17	-9	-2	14	-15	7	18	17	-24	-2
COc1ccc2cc(S(=O)(=O)N3CCCCCC3)ccc2c1	-3	19	-15	4	-6	-46	7	-13	5	-5	7
CC[C@H](C)[C@H]1CNC(=S)N1CC1CCN(CCCC2CCCC2)CC1	9	1	-5	11	9	-3	1	6	-21	-25	-19
COc1ccc(C(=O)/C=C/c2ccccc2)c(OC)c1	26	-34	-4	-20	-48	-34	59*	15	-27	-9	3
C[C@@H]1CN([C@H](C)CO)S(=O)(=O)c2ccc(C3=CCCCC3)cc2O[C@H]1CN(C)C(=O)Cc1cccnc1	-9	9	-17	-16	11	-24	0	-18	-5	-3	22
Cc1ccc(OCC(=O)NCCNC(=O)c2ccco2)cc1C	9	-1	5	11	5	-2	52*	5	-4	2	-4
Cc1nn(CC(=O)N2CCN(C34CC5CC(CC(C5)C3)C4)CC2)c(C)c1[N+](=O)[O-]	-2	-7	-8	4	-11	-45	-1	-16	-9	-1	14
O=C1c2cccc3cccc(c23)C(=O)N1CC1CCN(CC(O)COCc2ccc3c(c2)OCO3)CC1 (stereo unspecified)	-1	10	-42	-3	-5	5	-31	2	-3	-12	12
O=C(Cn1ncc2c(=O)oc3ccccc3c21)N(Cc1ccco1)C1CCCCC1	-5	7	-26	-9	5	0	-1	5	-2	1	-15
O=C(NC(=S)N(CCc1ccccc1)CCc1ccccc1)c1ccco1	5	6	3	-4	-2	12	3	6	-1	-18	3
CCCn1c(-c2cccc(F)c2)nc2c1c(=O)[nH]c(=O)n2Cc1ccccc1	13	9	-8	9	-12	2	12	11	-5	8	10
